CCR6 antagonist = CCR6 (human) receptor antagonism; CHO-K1 CCR6 PathHunter beta-arrestin, luminescence, CCL20-stimulated; hit rate 0.49% among 340,000; inhibition, % at 20 µM;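 active = compounds whose inhibition of the agonist-driven luminescence signal at 20 µM reaches about 50%, limit read from the data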;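 note: cells stimulated with CCL20 at 14 nM final; plate controls were DMSO with CCL20 for no effect and DMSO without agonist for full effect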
UBC13 inh = inhibitors of human UBC13 polyubiquitin chain formation. P61088. TR-FRET. inhibition, % at 20 µM. hit rate 0.47% among 330,000. AID 485273; in the data active = inhibition above about 45%, passing the limit was not always enough
Target sequence (P61088 whole entry, looked up): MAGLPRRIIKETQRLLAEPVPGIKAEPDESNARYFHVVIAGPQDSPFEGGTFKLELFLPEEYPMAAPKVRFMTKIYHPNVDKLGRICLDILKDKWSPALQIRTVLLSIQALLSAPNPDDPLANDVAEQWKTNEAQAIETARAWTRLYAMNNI
EBI2 antag = EBI2 (human) antagonism. inhibition, % at 5 µM. hit rate 0.81% among 360,000. P32249. EBI2 beta-arrestin recruitment, luminescence, 7a,25-OHC stimulated; in the data active = inhibition above about 38%;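 note: enzyme fragment complementation signal reports receptor beta-arrestin coupling in cells; 0% = agonist plus DMSO wells and 100% = wells without agonist; some results beyond the cut were filed as inactive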
Target sequence (P32249 whole entry, looked up, the tested form may be a part): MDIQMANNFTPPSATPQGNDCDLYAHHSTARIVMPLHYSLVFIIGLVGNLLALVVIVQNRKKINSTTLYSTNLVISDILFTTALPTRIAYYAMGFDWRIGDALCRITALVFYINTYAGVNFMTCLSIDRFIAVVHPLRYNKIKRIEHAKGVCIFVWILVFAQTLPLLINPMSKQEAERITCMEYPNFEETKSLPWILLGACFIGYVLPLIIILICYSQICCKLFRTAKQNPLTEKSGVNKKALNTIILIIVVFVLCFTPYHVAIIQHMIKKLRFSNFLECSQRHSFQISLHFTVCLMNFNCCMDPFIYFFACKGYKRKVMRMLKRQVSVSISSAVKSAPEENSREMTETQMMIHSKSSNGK
Gli-Sufu block = blocks Gli-Sufu signaling in a luciferase reporter; hit rate 0.74% among 340,000; AID 588413; Sufu-KO-LIGHT fibroblasts, Gli luciferase reporter luminescence; inhibition, % at 5 µM;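 active = inhibition above about 55%, limit read from the data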;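 note: 0% = DMSO-treated cells and 100% = wells with medium but no cells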
ATG4B inhibitor = blocks human ATG4B protease cleavage of LC3 substrate; hit rate 0.51% among 340,000; inhibition, % at 8.33 µM; ATG4B cleavage of LC3-PLA2, NBD-HPC fluorescence, 1 h; Q9Y4P1; in the data active = inhibition above about 40%
Target sequence (Q9Y4P1 whole entry, looked up): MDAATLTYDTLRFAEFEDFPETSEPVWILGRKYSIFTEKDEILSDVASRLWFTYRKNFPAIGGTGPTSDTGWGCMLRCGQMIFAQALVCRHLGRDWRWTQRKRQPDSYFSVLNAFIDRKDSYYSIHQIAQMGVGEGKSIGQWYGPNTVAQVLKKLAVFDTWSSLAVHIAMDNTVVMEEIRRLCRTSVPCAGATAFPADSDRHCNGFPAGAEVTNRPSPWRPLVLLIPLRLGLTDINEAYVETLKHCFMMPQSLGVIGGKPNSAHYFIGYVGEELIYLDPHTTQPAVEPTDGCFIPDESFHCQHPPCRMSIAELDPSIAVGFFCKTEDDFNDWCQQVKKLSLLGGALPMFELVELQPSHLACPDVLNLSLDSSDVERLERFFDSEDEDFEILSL
APJ agonist = agonists of human APJ apelin receptor; CHO-K1 APJ PathHunter beta-arrestin, luminescence; 0% DMSO wells, 100% apelin; hit rate 0.11% among 330,000; activation, % at 20 µM; P35414;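 active = activation more than six SD over the plate average, tested at 20 µM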;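 note: 0% = DMSO alone and 100% = apelin-13 at 10 nM; some results filed as inactive read as strong as hits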
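Incubation: overnight seeding, 90 min compound at 25 °C, 1 h detection; test system: PathHunter CHO-K1 APJ (AGTRL-1) beta-arrestin reporter cells; amount: 1000 cells/well; doses: one dose, 20 µM compound, 1% DMSO; measured by: beta-gal luminescence; measure: agonist-driven arrestin binding to APJ; benchmarks: negative DMSO alone, positive Apelin-13 at 10 nM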
APJ antag = blocks the human apelin receptor APJ; P35414; CHO-K1 APJ beta-arrestin complementation, luminescence; inhibition, % at 20 µM; hit rate 0.32% among 330,000;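 active = inhibition above about 40% at 20 µM, limit read from the data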;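 note: cells challenged with 10 nM apelin-13 agonist together with compound; plate controls were apelin-13 plus DMSO wells for no effect and DMSO wells lacking apelin-13 for full effect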
CXCR6 block = blocks human CXCR6 beta-arrestin recruitment | O00574 | CHO-K1 PathHunter CXCR6 beta-arrestin, luminescence | inhibition, % at 20 µM | hit rate 0.36% among 360,000; in the data active = inhibition above about 34%, passing the limit was not always enough;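 note: antagonist mode with CXCL16 agonist at 10 nM final; 0% = 10 nM CXCL16 with DMSO and 100% = unstimulated wells without agonist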
The depositor's hits bear a star; · = no result given. This is a random part of the collection, and some 3% of all compounds hit somewhere here.

SMILES | CCR6 antagonist | UBC13 inh | EBI2 antag | Gli-Sufu block | ATG4B inhibitor | APJ agonist | APJ antag | CXCR6 block
O=C(CCCN1C(=O)CSc2ncccc21)N1CCN(c2cccc(C(F)(F)F)c2)CC1 | -1 | 0 | -2 | 7 | -6 | -5 | 25 | -5
COc1ccc(CNC(C)CCc2ccccc2)cc1 (configuration not stated) | -9 | -1 | -2 | 8 | 3 | 0 | -15 | -2
COc1ccc(N2CCN(CC(=O)Nc3sccc3C#N)CC2)cc1 | 13 | -5 | -7 | 2 | -6 | 0 | 0 | 1
O=C(ONC1=NCCCCC1)c1cccc([N+](=O)[O-])c1 | -27 | -7 | -16 | -14 | 0 | 6 | -41 | -27
Fc1ccc(C(c2nnnn2C2CCCC2)N2CCN(Cc3ccccc3)CC2)cc1 (configuration not stated) | 7 | · | -8 | 11 | -8 | · | · | 13
CCOc1ccccc1NC(=O)CN1CCc2ccccc2C1 | 8 | 3 | 8 | -13 | 6 | 0 | -24 | 0
Cc1cnn(Cc2ccccc2)c1N | -4 | 1 | -9 | 4 | 0 | -2 | 8 | -2
C/C(=N\Nc1nc2ccccc2[nH]1)c1ccccn1 | · | -22 | 9 | · | · | -7 | 38 | 42*
CC1(C(=O)OCC(=O)NCc2ccc(Cl)cc2)CC1(Cl)Cl (configuration not stated) | 7 | 12 | 8 | 8 | 0 | -1 | 0 | 0
COC(=O)C1C(=O)C2=C(CC1C)NC(=O)CC2c1cccc(C)c1 (configuration not stated) | -2 | -2 | 7 | -3 | -11 | 1 | 1 | 5
COc1ccc(NC(=O)Nc2ccccc2C)c(OC)c1 | -9 | 7 | -7 | 1 | -11 | 0 | 1 | 3
COc1ccc(NC(=O)CSc2nnc3n2CCCCC3)cc1 | 3 | -4 | 5 | 0 | -2 | -2 | 11 | -9
CC(C)NC(=O)c1cc(-c2ccco2)nn1-c1ccc(Cl)cc1 | 22 | -14 | 1 | -1 | 0 | -7 | 36 | 17
O=C(c1cnn2c(C(F)F)cc(C3CC3)nc12)N1CCCC1 | -4 | 5 | -17 | 0 | -2 | 0 | 22 | -1
COc1cc(OC)c(OC)cc1CN1CCN(Cc2ccc(C(F)(F)F)cc2)CC1 | 14 | 1 | -3 | 25 | -6 | -1 | 0 | 4
CC#CCN1c2ccccc2[C@]23C[C@@H](C(=O)OC)N=C2NC(C(=O)OC)=C(C(=O)OC)[C@H]13 | 3 | -1 | 5 | 28 | -3 | 2 | 13 | 3
Cc1cccc(N(CC(=O)NC(C)(C)C)C(=O)CCC(=O)Nc2ccccn2)c1 | 0 | 2 | 3 | 8 | -8 | 1 | -1 | 5
Cc1csc(NC(=O)CSC2=NS(=O)(=O)c3ccccc3N2)n1 | 14 | -3 | 8 | -7 | -13 | -2 | 20 | 6
Cc1ccc(C(=O)C(C)OC(=O)CNC(=O)c2ccc(Br)o2)cc1 (configuration not stated) | 0 | -8 | 2 | -7 | -2 | 1 | -9 | 5
O=C(NCCc1ccccn1)C1CC(=O)N(Cc2ccccc2Cl)C1 (configuration not stated) | -4 | -8 | 7 | -1 | -12 | 2 | 9 | 3
CCn1c(Cc2ccc(OC)cc2)nnc1SCC(=O)Nc1cccc(C(=O)OC)c1 | 1 | 18 | 16 | 4 | -9 | -4 | -6 | -5
CCn1c(CCC(=O)Nc2ccccc2F)nnc1SCC(=O)Nc1ccc(OC)cc1 | 3 | 3 | -1 | -1 | 2 | -5 | -2 | -4
Cc1ccc(C)c(Cn2c(CO)nc3ccccc32)c1 | -1 | 1 | 0 | 6 | 1 | -1 | -8 | 2
O=C(Nc1ccc2nn(-c3ccccc3)nc2c1)c1ccc2c(c1)OCCO2 | -1 | -6 | 24 | -5 | 1 | 7 | -12 | -13
Cc1ccc(SCCC(=O)OC(C(=O)NC(N)=O)C(C)C)cc1 (configuration not stated) | 2 | -6 | 0 | 33 | -7 | 0 | -8 | -3
O=C(NCc1ccc(Cl)cc1)Nc1ccc(F)cc1 | 2 | 2 | -3 | -15 | 8 | -2 | 13 | 1
CCOC(=O)c1c(N)sc(=S)c2c1CCC2 | 29 | -2 | -4 | -3 | 9 | 1 | -9 | 0
O=C(NCCOc1cccnc1)C1CCC(=O)N(Cc2ccccc2F)C1 (configuration not stated) | -1 | -14 | -9 | 6 | -7 | 0 | -10 | 2
Cc1c(-n2cc(C(=O)c3cc(Br)ccc3O)cc(C#N)c2=O)c(=O)n(-c2ccccc2)n1C | 8 | 5 | -6 | 9 | -1 | -4 | -2 | 0
COc1ccc(-c2nnc(SCC(=O)NNC(=O)c3ccc(C)cc3)o2)cc1 | 2 | 1 | -7 | 5 | -1 | -1 | -1 | 9
O=C(O)CN1C(=O)COc2ccc(S(=O)(=O)N3CCCCCC3)cc21 | -8 | 4 | 1 | 5 | 7 | 0 | 13 | 10
Cc1cc(OCC(=O)Nc2ccncc2)cc(C)c1Cl | 3 | 4 | -2 | -16 | 6 | 0 | -11 | -5
COc1ccc(OC(C)C(=O)Nc2ccccc2C(F)(F)F)cc1 (configuration not stated) | 14 | 13 | 0 | 3 | 9 | -5 | -1 | -5
O=C(O)CNC1=NCCCCC1 | 10 | -4 | -2 | 8 | 13 | -7 | -16 | 6
COCCn1c(C)nnc1SCC(=O)Nc1ccccc1[N+](=O)[O-] | -5 | 2 | -1 | 4 | 6 | -4 | 5 | -12
O=C(NCc1ccco1)[C@@H]1CCCN1C(=O)c1cccs1 | 5 | 6 | -13 | -14 | 2 | 6 | -13 | 2
O=C1c2ccccc2C(=O)N1c1ncn[nH]1 | 10 | -8 | -11 | 3 | 3 | -3 | -6 | 0
O=[N+]([O-])c1nn(-c2ccccc2)[n+]([O-])c1N1CCN(c2ccccc2F)CC1 | 0 | -14 | -8 | -10 | 1 | 3 | -3 | -2
CC(CCc1ccccc1)NC(=O)COC(=O)c1ccccc1Br (configuration not stated) | 11 | 3 | 5 | 8 | -9 | -2 | 5 | 0
O=C(COc1ccc(S(=O)(=O)NC2CCCCC2)cc1)NC1CC1 | 0 | -9 | -9 | -6 | 3 | -1 | 10 | -3
O=C(Nc1ccc2[nH]c(=O)[nH]c2c1)c1ccc([N+](=O)[O-])o1 | -8 | -22 | -24 | -4 | -9 | 17 | -15 | -12
Cc1ccc2nc(-c3ccc(NC(=O)CSc4nc(N)cc(=O)[nH]4)cc3)sc2c1 | 9 | 7 | -6 | -85 | -10 | -2 | -10 | 4
O=C(N1CCN(c2ccccc2)CC1)C1(S(=O)(=O)c2ccc(Cl)cc2)CC1 | 9 | 4 | -12 | -14 | -17 | 0 | -3 | -4
O=C(CC(=O)Nc1nc(C23CC4CC(CC(C4)C2)C3)cs1)NCCO | 5 | 3 | 15 | 2 | -9 | -4 | 7 | -2
C/C(=N\NC(=O)c1ccc(NS(=O)(=O)c2cccs2)cc1)c1ccc(O)cc1O | 14 | -3 | 19 | 7 | -2 | -4 | -12 | 0

As a short view, some entries already given:
SMILES | CCR6 antagonist | UBC13 inh | EBI2 antag | Gli-Sufu block | ATG4B inhibitor | APJ agonist | APJ antag | CXCR6 block
O=C(O)CN1C(=O)COc2ccc(S(=O)(=O)N3CCCCCC3)cc21 | -8 | 4 | 1 | 5 | 7 | 0 | 13 | 10
Cc1cc(OCC(=O)Nc2ccncc2)cc(C)c1Cl | 3 | 4 | -2 | -16 | 6 | 0 | -11 | -5
COc1ccc(OC(C)C(=O)Nc2ccccc2C(F)(F)F)cc1 (configuration not stated) | 14 | 13 | 0 | 3 | 9 | -5 | -1 | -5
O=C(O)CNC1=NCCCCC1 | 10 | -4 | -2 | 8 | 13 | -7 | -16 | 6
COCCn1c(C)nnc1SCC(=O)Nc1ccccc1[N+](=O)[O-] | -5 | 2 | -1 | 4 | 6 | -4 | 5 | -12
O=C(NCc1ccco1)[C@@H]1CCCN1C(=O)c1cccs1 | 5 | 6 | -13 | -14 | 2 | 6 | -13 | 2

The list goes on.
SMILES | CCR6 antagonist | UBC13 inh | EBI2 antag | Gli-Sufu block | ATG4B inhibitor | APJ agonist | APJ antag | CXCR6 block
c1ccc(-c2csc3ncnc(NCC4COc5ccccc5O4)c23)cc1 (configuration not stated) | 14 | · | 17 | 84* | -4 | · | · | -13
COc1ccc(NC2CCCN(C(=O)c3ccccc3N3CCOCC3)C2)cc1OC (configuration not stated) | -1 | -6 | -5 | -5 | 0 | -2 | -19 | 0
CC(C(=O)N1CCOCC1)N1c2cccc3cccc(c23)S1(=O)=O (configuration not stated) | -12 | 5 | -7 | 3 | -12 | 1 | -1 | -2
OCC(O)C(O)C(O)C(O)C1NCCS1 (configuration not stated) | 11 | -6 | -18 | -1 | -5 | -2 | 10 | 3
COc1ccc(C(C)=O)cc1CSc1nnc(Nc2ccccc2)s1 | -3 | 6 | 22 | 26 | 0 | 0 | 14 | 1
Cc1cc(C)n(-c2ccc(NC(=O)C3CCCCN3C(=O)c3occc3C)cc2)n1 (configuration not stated) | 14 | 6 | -5 | -4 | 3 | -2 | 11 | -1
CN1CCCCC1CCN1c2ccccc2Sc2ccc(S(C)=O)cc21 (configuration not stated) | -12 | 0 | -14 | 22 | -5 | -6 | 18 | 5
CCOC(=O)c1c(C)[nH]c(C)c1C(=O)CSc1nc2ccccc2n1CCOC | 8 | 6 | -9 | -3 | -3 | -1 | -3 | 0
CNC(=S)Nc1cccc(C(=O)O)c1 | 4 | -2 | 4 | -3 | -3 | -3 | 2 | 4
CCN(C(=O)CN1C(=O)S/C(=C\c2ccc(F)cc2)C1=O)C1CCS(=O)(=O)C1 (configuration not stated) | 9 | -6 | -8 | -2 | -5 | 0 | -1 | -3
COc1ccc(OCC(O)CNC(=O)Nc2cc(C)cc(C)c2)cc1 (configuration not stated) | 5 | 2 | 12 | 2 | -9 | 2 | -13 | 4
CC(=O)c1ccc(OC(=O)Oc2ccc(C(C)=O)cc2)cc1 | 2 | · | 1 | -3 | 7 | · | · | -6
CCc1nnc(NC(=O)C2CC(=O)N(CCc3ccc(F)cc3)C2)s1 (configuration not stated) | -4 | 1 | -2 | -16 | -10 | 2 | 13 | 5
COc1ccc(-c2cnc(N)n2CC2CCCO2)cc1 (configuration not stated) | 19 | 10 | 0 | -12 | 1 | -4 | 11 | 24
COc1cc(NC(=O)c2cc(=O)[nH]c3ccc(S(=O)(=O)N4CCOCC4)cc23)cc(OC)c1 | 16 | 0 | -15 | -9 | 1 | -1 | 9 | 5
O=C(Cc1ccccc1)Nc1ccc(Br)c(Cl)c1 | 10 | -13 | -6 | -2 | -1 | -2 | -2 | -4
COc1ccc(-c2cc(=O)oc3cc(OCC(=O)NCC4CCC(C(=O)O)CC4)ccc23)cc1 (configuration not stated) | 1 | -20 | 9 | 0 | -2 | -2 | -58 | -3
CCOC(=O)c1c(C#N)c(SCC(=O)Nc2ccc(OC)cc2)nc2c1CN(CC)CC2 | 11 | 0 | -2 | -1 | -13 | -2 | -2 | 16
Cc1ccc(C2(c3ccccc3)NC(=O)N(CC(=O)NC3(C#N)CCCC3)C2=O)cc1C (configuration not stated) | 14 | -15 | 4 | -18 | 2 | -4 | 7 | 3
Cc1cccc(C(=O)OCC(=O)c2c(N)n(CC(C)C)c(=O)n(C)c2=O)c1[N+](=O)[O-] | 13 | 1 | 9 | 32 | -4 | 1 | -12 | -4
Cc1ccccc1S(=O)(=O)NC(=NCc1ccc(F)cc1)c1ccccc1 | 12 | 7 | 11 | 3 | -7 | -2 | -1 | 4
CCc1ccc(N(C(=O)c2csnn2)C(C(=O)NC(C)(C)CC)c2cccnc2)cc1 (configuration not stated) | 16 | 0 | -6 | 1 | -6 | -1 | 6 | -9
O=C(Cn1nc(C(F)(F)F)cc1C1CC1)NCc1ccccc1F | -3 | 7 | -9 | -3 | 7 | -5 | -5 | 0
